Bioassay records as filed in PubChem.
uPA surface inh = qHTS for Inhibitors of Cell Surface uPA Generation; 0.31% of 330,000 active; cell surface uPA generation assay, qHTS; Potency, µM (highest dose often 38.3 µM), inactives show top-dose activity change, negative = inhibition, usual class: inhibitors; active = well fitted inhibition curve with a large enough effect; inconclusive = small, poorly fitted or top-dose-only effect; inactive = no such curve, though single readings can be large or run the other way; tested in mouse RAW 264.7 cells; also: potency is read from the fitted curve at half-maximal effect; % is scaled to controls: 0 for no effect and ±100 for the full control effect; nearly all actives have a fitted effect of over 55% in size
TSHR antagonist = Antagonists of the Thyroid Stimulating Hormone Receptor: HTS campaign; Thyrotropin receptor (Homo sapiens), P16473; TSHR-expressing cells, TSH-stimulated cAMP HTRF, 2 h; hits give low values; activity change, negative = inhibition, % at 11.5 µM; 0.2% of 330,000 active;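 active = activity change below a set negative limit, meaning inhibition stronger than a set level, cut at about -70% in these data; inconclusive = activity change between two set negative limits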; also: % is scaled to controls: 0 for no effect and ±100 for the full control effect
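Antagonism was scored as loss of TSH-driven cAMP in TSHR cells, stimulated with 4nM TSH (EC80) for 2 hours at 37 deg C and detected by homogeneous HTRF competition immunoassay.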
Chronic BCR inh = qHTS Assay to Find Inhibitors of Chronic Active B-Cell Receptor Signaling | AID 493014, 2011 | Potency, µM (series often up to 46.1 µM), without a hit: at the top dose ratio change, negative = lower green/red ratio, most hits filed as inhibitors | 0.05% of 340,000 active | ABC-DLBCL IkBa-CBG/CBR reporter, luminescence ratio, 4 h; active = well fitted inhibition curve with a large enough effect in the signal ratio, with a control signal flat, not every such curve was filed as active; inconclusive = small, poorly fitted or top-dose-only effect, or effect the other way, or a change in a side signal; the % refers to the signal ratio;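 also: potency is read from the fitted curve at half-maximal effect; plate controls were basal doxycycline-induced cells for no effect and cells given 10 µM MG132 for full effect; MG132 reads +100%, hits lower the ratio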
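Concentration-response series (up to 46 uM) were applied to TMD8 dual-reporter cells for 4 h at 37C with doxycycline. Green/red ratio, after filter-overlap correction, defined %Activity; red signal alone was normalised to basal cells and zero luminescence.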
TSG101-PTAP inh = qHTS Assay for Iinhibitors of HIV-1 Budding by Blocking the Interaction of PTAP/TSG101; 340,000 tested, under 10 active; Fluorescence polarization, FITC-PTAP peptide / Tsg101 binding; Potency, µM (top dose mostly 115 µM), for the others: top-dose activity change, negative = inhibition, most hits filed as inhibitors; Tumor susceptibility gene 101 protein (Homo sapiens), Q99816; active = well fitted inhibition curve with a large enough effect in the main read-out, with a control signal flat, not every such curve was filed as active; inconclusive = small, poorly fitted or top-dose-only effect, or effect the other way, or a change in a side signal; inactive = no such curve, though single readings can be large or run the other way; also: potency is read from the fitted curve at half-maximal effect; % of control where 0% means no effect
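Fluorescence polarization binding of Tsg101 binding domain (10 uM final) to FITC-labeled PTAP peptide (50 nM final) in HEPES pH 7.5 buffer with NaCl, Tween 20, EDTA, TCEP. Compounds added before peptide; binding 20 min at RT.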
Eya2 phos inh = qHTS Assay for Inhibitors of the Phosphatase Activity of Eya2; recombinant Eya2, OMFP fluorescence dephosphorylation (OMFP is methylfluorescein phosphate); Potency, µM (series often up to 76.9 µM), inactives show at the top dose activity, negative = inhibition, usual class: inhibitors; 0.006% of 330,000 active; also: potency is read from the fitted curve at half-maximal effect; % is scaled to controls: 0 for no effect and ±100 for the full control effect
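Eya2 (0.2 uM) preincubated 10 min at ambient with compound, then OMFP substrate added at 50 uM; 10 min reaction in 50 mM HEPES pH 7.5, 50 mM NaCl, 5 uM MgCl2, 0.05% BSA, 1 mM DTT. Fluorescence read at Ex 485/Em 525 nm.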
USP2a block = qHTS Assay for Inhibitors of Ubiquitin-specific Protease USP2a Using CHOP2 as the Reporter. Ubiquitin carboxyl-terminal hydrolase 2 (Homo sapiens), O75604. USP2 core, Ub-CHOP2 coupled fluorogenic reporter, 485/531. Potency, µM (doses to about 38.3 µM), for the others: at the highest dose activity change, negative = inhibition, most hits filed as inhibitors. 0.01% of 330,000 active. AID 463254, 2010;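 also: potency is read from the fitted curve at half-maximal effect; plate controls were DMSO wells for no effect and full inhibition by NEM control for full effect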
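Cell-free coupled assay: 10nM USP2 core preincubated 30min RT with compound in Tris-HCl pH 8.0/CaCl2/CHAPS buffer, then 25nM Ub-CHOP2 and 25nM reporter substrate; fluorescence (Ex 485/Em 531) read after 60min RT, normalized to NEM inhibition, concentration-response curves fitted.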
Mito fusion act = qHTS Assay for Small Molecule Inhibitors of Mitochondrial Division or Activators of Mitochondrial Fusion; S. cerevisiae fusion-defective mutant growth rescue, CellTiterGlo 48 h; Potency, µM (highest dose often 46.1 µM), inactives show at the top dose growth rescue (activation), actives largely listed as activators; 0.23% of 320,000 active;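 also: potency is read from the fitted curve at half-maximal effect; % of control where 0% means no effect; nearly all actives have a fitted effect of over 45% in size; temperature-sensitive fusion mutants such as fzo1-1 at 37 °C on non-fermentable ethanol glycerol medium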
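Temperature-sensitive fusion-defective S. cerevisiae (e.g. fzo1-1, mgm1-5) were grown with compound in YPEG medium (3% ethanol, 3% glycerol) for 48 hours at 37C. Growth rescue was measured as viability by CellTiterGlo luminescence after 10 minutes at ambient.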
TCR activator = Activators of T cell receptors: qHTS campaign. primary human leukocytes, anti-CD3, IL-2 HTRF, 48 h. 330,000 tested, under 10 active. Potency, µM (top dose mostly 9.22 µM), for inactives: top-dose activation of IL-2 secretion, hits mostly activators. AID 504894, 2011; also: % of control where 0% means no effect
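Primary human leukocytes incubated 48 hr with anti-CD3 beads plus compound, without co-stimulation. Secreted IL-2 measured by HTRF (europium cryptate/d2 anti-IL-2 pair, 320 nm excitation, 665 nm emission).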
Tb PFK inh = qHTS Assay to Find Inhibitors of T. brucei phosphofructokinase; ATP-dependent 6-phosphofructokinase (Trypanosoma brucei brucei), O15648; T. brucei PFK, ADP-Glo luminescence; Potency, µM (doses to about 57.5 µM), for inactives: at the top dose activity, negative = inhibition, hits mostly inhibitors; 0.17% of 330,000 active;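 also: potency is read from the fitted curve at half-maximal effect; 0% = uninhibited 1x PFK enzyme wells and -100% = no-enzyme wells; nearly all actives have a fitted effect of over 60% in size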
Target sequence (O15648 whole entry, looked up): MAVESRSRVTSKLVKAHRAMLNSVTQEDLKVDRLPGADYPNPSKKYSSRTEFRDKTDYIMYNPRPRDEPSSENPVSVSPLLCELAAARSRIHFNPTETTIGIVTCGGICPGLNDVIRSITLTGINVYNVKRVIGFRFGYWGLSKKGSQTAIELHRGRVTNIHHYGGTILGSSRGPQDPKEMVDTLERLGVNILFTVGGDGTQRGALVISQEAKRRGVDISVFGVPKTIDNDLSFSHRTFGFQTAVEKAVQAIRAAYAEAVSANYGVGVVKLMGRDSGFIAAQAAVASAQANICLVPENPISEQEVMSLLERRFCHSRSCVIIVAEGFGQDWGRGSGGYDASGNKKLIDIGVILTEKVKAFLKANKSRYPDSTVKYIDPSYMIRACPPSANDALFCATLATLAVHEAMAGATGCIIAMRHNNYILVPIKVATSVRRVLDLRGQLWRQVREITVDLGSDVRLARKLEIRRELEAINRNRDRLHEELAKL
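Compounds were pin-transferred as a titration series up to 57 uM into substrate buffer (0.5 mM F6P, 0.1 mM ATP, pH 8.0), then 1.25 nM PFK was added and reactions ran 45 min before ADP-Glo detection.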
ELG1 DNA repair = qHTS screen for small molecules that inhibit ELG1-dependent DNA repair in human embryonic kidney (HEK293T) cells expressing luciferase-tagged ELG1 | Potency, µM (doses to about 46.1 µM), for inactives: at the top dose activity change, negative = inhibition, actives largely listed as inhibitors | 2.3% of 330,000 active | HEK293T ELG1-luciferase reporter, luminescence, 16 h; DNA damage induced by 5-fluorouridine; also: potency is read from the fitted curve at half-maximal effect; % is scaled to controls: 0 for no effect and ±100 for the full control effect; nearly all actives have a fitted effect of over 55% in size
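Step one: seed 2,000 cells per well. Step two: pin-transfer compound or DMSO alongside 5-fluorouridine. Step three: incubate 16 hr, 37 °C, 5% CO2. Step four: add ONE-Glo, wait 30 min, read luminescence.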
B2AR arrestin = qHTS assay of beta-arrestin-biased ligands of beta2-adrenergic receptor; Beta-2 adrenergic receptor (Homo sapiens), P07550; beta-arrestin recruitment to beta2AR, cell-based reporter; Potency, µM (doses to about 46.1 µM), for inactives: at the top dose activation, most hits filed as activators; 0.02% of 330,000 active; AID 492947, 2010;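 also: potency is read from the fitted curve at half-maximal effect; 0% = DMSO controls and full agonism = EC100 isoproterenol or metaproterenol; nearly all actives have a fitted effect of over 65% in size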
Target sequence (P07550 whole entry, looked up): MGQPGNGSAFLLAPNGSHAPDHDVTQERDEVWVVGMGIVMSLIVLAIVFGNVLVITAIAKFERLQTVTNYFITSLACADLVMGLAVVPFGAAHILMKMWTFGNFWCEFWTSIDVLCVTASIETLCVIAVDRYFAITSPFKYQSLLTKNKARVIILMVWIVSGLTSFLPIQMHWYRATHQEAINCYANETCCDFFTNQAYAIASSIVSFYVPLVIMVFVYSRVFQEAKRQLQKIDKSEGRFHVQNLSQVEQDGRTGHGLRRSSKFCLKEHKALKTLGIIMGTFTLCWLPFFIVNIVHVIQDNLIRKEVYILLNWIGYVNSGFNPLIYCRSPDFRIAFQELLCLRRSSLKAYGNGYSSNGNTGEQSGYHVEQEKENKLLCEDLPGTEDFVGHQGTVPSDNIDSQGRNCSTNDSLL
* marks the source's active call; other numbers are inactive results; ? = inconclusive; / = no result given; [ ] = another dose, or the depositor's remark. Unless noted, calls follow the shape of the dose curve; as a rule, active = well fitted curve in the direction sought with a large enough effect; inconclusive = small, poorly fitted or top-dose-only effect, or another doubt; inactive = no such curve, though single readings can be large; an effect the other way counts as inactive or inconclusive.

SMILES	uPA surface inh	TSHR antagonist	Chronic BCR inh	TSG101-PTAP inh	Eya2 phos inh	USP2a block	Mito fusion act	TCR activator	Tb PFK inh	ELG1 DNA repair	B2AR arrestin
CCOC(=O)c1c(C)[nH]c(C)c1S(=O)(=O)NC1CCN(C(=O)OCC)CC1	5%	-3	-7%	0%	-1%	0%	2%	11%	-7%	2%	-0.7%
Cc1ccc(C(=O)N(c2c(C)n(C)n(-c3ccccc3)c2=O)C(C)C)cc1	4%	0	-8%	-6%	-35%	?	1%	0%	-5%	8%	0.4%
CC1CCN(S(=O)(=O)c2ccc(NC(=O)c3ccncc3)cc2)CC1	-1%	16	?	-3%	-2%	-1%	-4%	3%	1%	-1%	0.5%
COc1ccc(-c2nn(CCC#N)cc2C(=O)Nc2cccc(C(=O)O)c2)cc1OC	2%	-6	-1%	-3%	4%	-1%	1%	-2%	0%	11%	9.8%
Cc1ccc(C(C)C)c(OCc2ccc(-c3nnco3)cc2)c1	13%	-35	1%	-4%	-16%	-2%	18%	1%	-4%	?	0.0%
CCC(CCC(=O)NNC(=O)Cc1ccc([N+](=O)[O-])cc1)C(=O)O (configuration not stated)	13%	6	-10%	-1%	15%	13%	-7%	-3%	-8%	3%	0.4%
O=C(CCn1c(=S)[nH]c2ccccc2c1=O)NCC1CCCO1 (configuration not stated)	/	-3	12%	-5%	1%	0%	3%	3%	4%	22%	-0.2%
Cc1c(C(=O)NCc2cccs2)oc2ccc(S(=O)(=O)N3CCOCC3)cc12	-1%	-5	-18%	-7%	-4%	-1%	4%	-6%	8%	10µM*	-0.1%
NC(=O)c1ccc(NC(=O)COC(=O)CCC(=O)c2ccc(Cl)cc2)cc1	11%	11	2%	0%	-4%	0%	3%	-4%	2%	7%	0.4%
COc1ccc(NC(=O)c2cc3c(s2)CCC3)cc1S(=O)(=O)N1CCOCC1	6%	-13	15%	2%	7%	2%	2%	/	-3%	?	0.4%
Cc1ccc(C)c(C(=O)NC(C)c2ccc(-n3ccnc3)cc2)c1 (configuration not stated)	-4%	-42	8%	-3%	0%	4%	2%	-5%	7%	0%	0.2%
COC(=O)/C(C#N)=C\c1c(OC)[nH]c2ccccc12	32%[activator]	-12	17%	-5%	-2%	0%	8%	2%	5%	?	-0.2%
NS(=O)(=O)c1ccc(NC(=O)CCCCCN2C(=O)c3ccccc3C2=O)cc1	1%	3	0%	0%	40%	-1%	-1%	/	5%	8%	-0.2%
CCOC(=O)c1c(N)sc(N)c1C(=O)OCC	9%	-11	0%	-1%	6%	0%	0%	4%	4%	5%	-0.3%
Nc1nc2c(Cl)cc(Cl)cc2s1	0%	-4	-8%	-15%	4%	0%	?	10%	-7%	?	-1.0%

Continuation:
SMILES	uPA surface inh	TSHR antagonist	Chronic BCR inh	TSG101-PTAP inh	Eya2 phos inh	USP2a block	Mito fusion act	TCR activator	Tb PFK inh	ELG1 DNA repair	B2AR arrestin
CN(CC(=O)Nc1c(Cl)cccc1Cl)C(=O)c1cc2ccccc2cc1O	-3%	29	-4%	-2%	-9%	0%	1%	-3%	-3%	7%	-0.5%
CC(C)COc1cccc(C(=O)Nc2ccc(S(=O)(=O)N3CCOCC3)cc2)c1	-8%	-1	?	-4%	4%	-1%	2%	/	-1%	-25%	-0.7%
C=CCc1ccccc1OCC(O)CN1CCN(c2ccccc2OC)CC1 (configuration not stated)	-2%	10	-19%	-4%	-4%	0%	15%	3%	-8%	?	-0.8%
COc1ccc2nnc(-c3ccc(C(F)(F)F)cc3)n2n1	8%	-11	-1%	-3%	-10%	0%	1%	-1%	4%	11%	0.2%
CC1CCc2c(sc(NC(=O)c3cccn3C)c2C(N)=O)C1 (configuration not stated)	0%	-8	?	3%	-6%	-1%	/	-4%[46.1 µM]	6%	?	-0.4%
O=C(CN1CCN(c2ccc(Cl)cc2)CC1)Nc1ccc(F)cc1	/	-13	0%	0%	-7%	0%	15%	6%	-1%	-25%	-0.1%
CC(C)(C)C(=O)Nc1ccc(-c2nc3ccccc3c(=O)o2)cc1	-13%	6	22%	0%	20%	3%	6%	-3%	22%	?	-0.5%
OCCNC1=NCCN1	0%	3	-7%	-2%	15%	-6%	-2%	0%	-4%	-14%	-0.5%
COc1ccc(-c2cc(C(=O)N3CC(C)CC(C)C3)c3ccccc3n2)cc1OC (configuration not stated)	-2%	23	-3%	?	5%	3%	?	-6%	1%	?	-0.2%
COc1ccc(OC)c(NC(=O)CN(Cc2ccccc2)S(C)(=O)=O)c1	-9%	5	-11%	-2%	-6%	-1%	-2%	6%	0%	10%	-0.2%
COC(=O)Nc1nnc(-c2ccccc2Cl)s1	-9%	-10	-1%	1%	14%[15.4 µM]	1%	8%	-7%	1%	?	-0.4%
Cc1ccc(OCCCN2CCCC2)c(C)c1	5%	0	10%	-4%	9%	3%	0%	1%	-6%	3%	-0.9%
COC(=O)c1cc(NC(=O)C2COc3ccccc3O2)ccc1Cl (configuration not stated)	/	18	?	-9%	13%	0%	2%	10%	5%	9%	-0.1%
COc1ccc(N2CCN(CCNS(=O)(=O)c3ccc(C)cc3)CC2)cc1	1%	5	4%	-2%	-2%	-4%	-7%	-3%	-3%	?	-0.1%
CCOCCOC(=O)C(C)Oc1ccc(Oc2nc(Cl)ccc2Cl)cc1 (configuration not stated)	7%	-1	8%	-5%	-2%	0%	-5%	-2%	0%	?	0.7%

Going on with the list.
SMILES	uPA surface inh	TSHR antagonist	Chronic BCR inh	TSG101-PTAP inh	Eya2 phos inh	USP2a block	Mito fusion act	TCR activator	Tb PFK inh	ELG1 DNA repair	B2AR arrestin
CC(C)OCCCNC(=O)NC(=O)c1ccc(Cl)cc1	4%	1	-1%	-3%	-2%	0%	9%	/	1%	-1%	-0.2%
COc1cc2nc(COc3ccccc3[N+](=O)[O-])oc(=O)c2cc1OC	2%	-17	-2%	-9%	-10%	2%	-3%	1%[46.1 µM]	-1%	10%	0.3%
CCC(O)(CC)C(=O)NN(C(=O)Nc1csc2c1CCCC2)c1ccccc1	-1%	-6	-1%	4%	21%	3%	-11%	2%	2%	10%	-0.8%
Cc1cc(C(N)=O)c2cc(Br)ccc2n1	/	3	5%	-4%	7%	-1%	-4%	-8%	10%	-21%	-0.9%
COc1ccc(NS(=O)(=O)c2cc(NC(=O)/C=C/c3cc(OC)c(OC)c(OC)c3)ccc2N2CCCCC2)cc1	3%	?	4%	1%	20%	2%	-1%	-4%	0%	13%	-0.6%
CC(NC(=O)c1ccccc1)C(=O)N/N=C/c1ccc(O)cc1 (configuration not stated)	-6%	-1	?	-3%	-8%	6%	-6%	5%	-4%	-4%	-0.7%
O=C(Nc1nnc(-c2ccncc2)o1)c1ccccc1F	0%	10	?	-5%	-4%	0%	-3%	11%	5%	-9%	2.7%
O=C(Nc1ccccc1N1CCCC1)c1cccc(-c2cc3ccccc3oc2=O)c1	-5%	-9	8%	-1%	-2%	4%	?	4%[46.1 µM]	2%	?	-1.5%
Cc1ccc(S(=O)(=O)NCC(C)NS(=O)(=O)c2ccc(C)cc2)cc1 (configuration not stated)	1%	9	-2%	-5%	-4%	-2%	-5%	-2%	21%	6%	-2.2%
CCCCNC(=O)Cc1c(O)c2ccccc2[nH]c1=O	-2%	16	-4%	2%	37%	4%	2%	1%	2%	4%	-0.3%
O=C(NCC(=O)N1CCCC(C(F)(F)F)C1)c1ccc2ccccc2c1 (configuration not stated)	-3%	-8	12%	-4%	-18%	0%	0%	-9%	3%	28%	0.3%
